# Compound activity as filed in PubChem.
# PRC2 inh = blocks human EZH2/PRC2 H3K27 methylation. DELFIA TRF, 1 h. inhibition, % at 12.5 µM. actives 0.35% (n = 57,000). Q15910;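 active means mean inhibition of replicates at least 50% and every single replicate also reaching 50%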;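 further: dimethyl H3K27 on biotinylated H3 21-44 peptide detected by antibody; plate controls were median neutral control wells for no effect and median positive control wells for full effect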
# Target sequence (Q15910 whole entry, looked up): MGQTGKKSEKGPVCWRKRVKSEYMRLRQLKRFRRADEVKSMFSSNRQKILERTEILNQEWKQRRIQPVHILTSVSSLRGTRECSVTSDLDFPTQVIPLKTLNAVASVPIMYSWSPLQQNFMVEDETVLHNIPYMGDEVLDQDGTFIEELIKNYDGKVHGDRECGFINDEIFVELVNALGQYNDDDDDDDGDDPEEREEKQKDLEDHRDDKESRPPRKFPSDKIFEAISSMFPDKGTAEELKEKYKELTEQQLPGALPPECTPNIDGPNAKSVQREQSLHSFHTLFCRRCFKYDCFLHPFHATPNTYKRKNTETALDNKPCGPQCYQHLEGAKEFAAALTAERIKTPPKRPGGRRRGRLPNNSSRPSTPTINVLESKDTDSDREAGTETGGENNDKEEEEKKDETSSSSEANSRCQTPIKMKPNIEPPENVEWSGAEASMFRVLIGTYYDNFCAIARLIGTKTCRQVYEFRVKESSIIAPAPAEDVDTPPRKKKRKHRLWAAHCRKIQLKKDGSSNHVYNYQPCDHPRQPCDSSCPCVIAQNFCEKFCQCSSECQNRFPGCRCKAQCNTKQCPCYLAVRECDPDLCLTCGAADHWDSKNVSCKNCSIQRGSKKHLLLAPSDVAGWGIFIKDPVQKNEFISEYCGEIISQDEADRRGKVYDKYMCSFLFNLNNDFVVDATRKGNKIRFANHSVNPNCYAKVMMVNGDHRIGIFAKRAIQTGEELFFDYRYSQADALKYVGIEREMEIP
# IDH1 R132H inh = inhibitors of human IDH1 R132H | actives 0.18% (n = 70,000) | IDH1 R132H reductase, diaphorase/resazurin fluorescence, 60 min | inhibition, % at 10 µM | AID 624101 | O75874; in the data active means inhibition above about 34%;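 further: 0% = DMSO and 100% = no enzyme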
# * hit, by the source's call; / = not tested or not shown; & = joins results of further samples. Not all compounds are listed, so the mix of outcomes need not match the whole.
SMILES,PRC2 inh,IDH1 R132H inh
C/C=C/c1ccc2c(c1)O[C@@H](CN(C)C(=O)c1ccccn1)[C@H](C)CN([C@H](C)CO)S2(=O)=O,-8,-4.6
CCCN(C)C[C@@H]1OCCCC[C@H](C)Oc2ccc(NS(C)(=O)=O)cc2C(=O)N([C@@H](C)CO)C[C@H]1C,4,/
Cc1nc2ccccc2n1CC(O)COc1ccc(C(=O)O)cc1 (centres undefined),/,1.3
COc1ccc(NC(=O)N(C)C[C@@H]2Oc3ccc(NS(=O)(=O)c4c(C)noc4C)cc3C(=O)N([C@@H](C)CO)C[C@@H]2C)cc1,/,0.2
C[C@@H]1CN([C@@H](C)CO)C(=O)c2cc(NC(=O)Cc3ccccc3)ccc2O[C@H]1CN(C)C(=O)Nc1ccc(C(F)(F)F)cc1,-12,/
COc1ccccc1-c1cnc2c(c1)C(=O)N([C@H](C)CO)C[C@H](C)[C@@H](CN(C)C(=O)c1ccncc1)O2,/,-2.5
CC(C)C(=O)Nc1ccc(S(=O)(=O)Nc2nccc(/C=C/c3ccccc3F)n2)cc1,5,8.5
CN(C)C(=O)C[C@H]1CC[C@H](NC(=O)NC2CCCC2)[C@H](CO)O1,-2,0.3
C[C@H]1CN([C@@H](C)CO)C(=O)c2cc(/C=C/c3ccccc3)cnc2O[C@H]1CN(C)S(=O)(=O)c1cccs1,20,0.3
C[C@H](CO)N1C[C@H](C)[C@@H](CN(C)C(=O)Nc2cccc(F)c2)OCc2cn(nn2)CCCC1=O,-1,/
C=CC(C)(O)CC/C=C(\C)CCC(O)C(C)(C)O (centres undefined),0,0.2
CN(C)Cc1cn(CC[C@H]2CC[C@H](NC(=O)Nc3ccccc3F)[C@@H](CO)O2)nn1,24,0.3

# Single records, as listed above. Values in the order: PRC2 inh, IDH1 R132H inh
# Listed for C/C=C/c1ccc2c(c1)O[C@@H](CN(C)C(=O)c1ccccn1)[C@H](C)CN([C@H](C)CO)S2(=O)=O → -8, -4.6
# Listed for C[C@H]1CN([C@@H](C)CO)C(=O)c2cc(/C=C/c3ccccc3)cnc2O[C@H]1CN(C)S(=O)(=O)c1cccs1 → 20, 0.3

# The listing continues.
SMILES,PRC2 inh,IDH1 R132H inh
COc1ccccc1NC(=O)N(C)C[C@@H]1OCc2cnnn2CCCC(=O)N([C@@H](C)CO)C[C@@H]1C,/,-0.2
CC(C)CC#Cc1cnc2c(c1)C(=O)N([C@H](C)CO)C[C@H](C)[C@H](CN(C)S(=O)(=O)c1cccs1)O2,/,1.0
CO[C@H]1CN(C)C(=O)c2ccc(NC(=O)c3ccc(-c4ccccc4)cc3)cc2OC[C@@H](C)NC[C@@H]1C,-3,0.1
C[C@H]1CN([C@@H](C)CO)C(=O)c2cc(-c3cccc(C#N)c3)cnc2O[C@H]1CN(C)Cc1ccc(F)cc1,-3,0.2
CCNC(=O)CCc1nc(-c2ccc(OC)cc2)no1,/,0.1
CO[C@H]1CN(C)C(=O)c2cc(NC(=O)Nc3cccc(F)c3)ccc2OC[C@@H](C)N(C)C[C@@H]1C,-6,0.0
O=C(C[C@@H]1C=C[C@@H](NS(=O)(=O)c2cccc(F)c2)[C@@H](CO)O1)NCc1ccc2c(c1)OCO2,5,0.1
C[C@H]1CN([C@@H](C)CO)C(=O)c2cc(NC(=O)NC3CCCCC3)ccc2O[C@H]1CN(C)S(=O)(=O)c1cn(C)cn1,/,2.1
C[C@@H]1CN([C@@H](C)CO)C(=O)c2cc(NS(=O)(=O)c3cn(C)cn3)ccc2O[C@@H](C)CCCCO[C@H]1CN(C)C(=O)CCCN(C)C,/,5.3
Cc1ccc(S(=O)(=O)N(C)C[C@@H]2Oc3ccc(NC(=O)Nc4cccc5ccccc45)cc3C(=O)N([C@@H](C)CO)C[C@@H]2C)cc1,/,-2.1
C[C@@H]1CN([C@@H](C)CO)C(=O)c2cccc(NC(=O)c3ccc(-c4nccs4)cc3)c2O[C@@H]1CN(C)S(=O)(=O)c1cccs1,/,2.7
CC(C)NC(=O)N[C@H]1CC[C@H](CCNC(=O)C2CCCC2)O[C@@H]1CO,-4,0.0
COc1cc(/C=N/NC(=O)c2cccc(C(=O)NO)c2)ccc1O,1,-0.8
COc1ccccc1NC(=O)N(C)C[C@@H]1Oc2ncc(C#CCN(C)C)cc2C(=O)N([C@@H](C)CO)C[C@H]1C,/,-0.1
OCCCNc1nc(-c2ccccc2Cl)c2cc(Br)ccc2n1,-2,0.4
C[C@@H]1CN([C@H](C)CO)C(=O)c2cc(NS(=O)(=O)c3ccc(F)cc3)ccc2O[C@@H](C)CCCCO[C@H]1CN(C)Cc1ccc(C(F)(F)F)cc1,/,0.5
CO[C@@H]1CN(C)C(=O)c2cc(NC(=O)NC3CCCCC3)ccc2OC[C@H](C)NC[C@H]1C,-2,0.3
C[C@H](CO)N1C[C@H](C)[C@@H](CN(C)C)Oc2ccc(NS(=O)(=O)c3ccc(F)cc3)cc2CC1=O,4,-0.3
Cc1ccc2nc(-c3ccc(NC(=O)Cn4nc([N+](=O)[O-])c(Cl)c4C)cc3)sc2c1,-24,0.1
O=C(Cc1ccccn1)NCC[C@@H]1CC[C@H](NS(=O)(=O)c2ccc(Cl)cc2)[C@H](CO)O1,-5,17
O=C(CCCCCCC(=O)Nc1ccccc1O)N/N=C/c1ccco1,1,0.0
C[C@@H]1CN([C@H](C)CO)C(=O)CCCn2nncc2CO[C@@H]1CN(C)C(=O)Cc1ccccc1,7,1.5
CCC(=O)Nc1ccc2c(c1)OC[C@@H](C)N(C(=O)c1cnccn1)C[C@H](C)[C@H](OC)CN(C)C2=O,9,-0.2
C[C@@H]1CN([C@H](C)CO)C(=O)Cc2cc(NS(=O)(=O)c3cn(C)cn3)ccc2O[C@H]1CN(C)Cc1ccc(C(=O)Nc2ccccc2N)cc1,-5,0.1

# Another view of part of the listing above:
O=C(CCCCCCC(=O)Nc1ccccc1O)N/N=C/c1ccco1
  PRC2 inh: 1
  IDH1 R132H inh: 0.0

C[C@@H]1CN([C@H](C)CO)C(=O)CCCn2nncc2CO[C@@H]1CN(C)C(=O)Cc1ccccc1
  PRC2 inh: 7
  IDH1 R132H inh: 1.5

CCC(=O)Nc1ccc2c(c1)OC[C@@H](C)N(C(=O)c1cnccn1)C[C@H](C)[C@H](OC)CN(C)C2=O
  PRC2 inh: 9
  IDH1 R132H inh: -0.2

# Following part:
SMILES,PRC2 inh,IDH1 R132H inh
COc1ccc(S(=O)(=O)Nc2cccc3c2O[C@@H](CN(C)S(=O)(=O)c2cn(C)cn2)[C@@H](C)CN([C@@H](C)CO)C3=O)cc1,/,-4.8
Cc1ccc(C)c(NC(=O)CN(c2ccc(F)c(Cl)c2)S(C)(=O)=O)c1,-5,-0.6
C[C@@H]1CN([C@H](C)CO)C(=O)c2cc(N(C)C)ccc2O[C@@H]1CN(C)S(=O)(=O)c1ccc(Cl)cc1,-2,-0.1
C[C@@H]1CN([C@H](C)CO)C(=O)c2cc(NC(=O)Cn3cnnn3)ccc2O[C@@H]1CN(C)C(=O)Nc1ccc(C(F)(F)F)cc1,/,1.6
C[C@@H](NC(=O)C[C@@H]1C[C@@H]2c3cc(NC(=O)CN(C)C)ccc3O[C@@H]2[C@@H](CO)O1)c1ccccc1,-1,-1.4
COc1ccccc1S(=O)(=O)N[C@H]1CC[C@@H](CCNC(=O)C2CCCCC2)O[C@@H]1CO,-3,-0.4
COc1ccc(C#Cc2ccc3c(c2)O[C@H](CN(C)C(=O)CN2CCOCC2)[C@H](C)CN([C@@H](C)CO)S3(=O)=O)cc1,-15,-0.6
Cc1ccc(S(=O)(=O)Nc2ccc3c(c2)CC(=O)N([C@@H](C)CO)C[C@@H](C)[C@@H](CN(C)C)O3)cc1,5,/
COC(=O)[C@@]1(Cc2ccccc2)N=C(c2ccc(OCCCO)cc2)O[C@H]1c1ccccc1CN=[N+]=[N-],24,/
COCCNC(=O)C[C@@H]1C[C@H]2c3cc(NS(=O)(=O)c4ccccc4)ccc3O[C@H]2[C@@H](CO)O1,0,0.0
CC(C)NC(=O)N(C)C[C@@H]1Oc2ncc(C#CC3(O)CCCC3)cc2C(=O)N([C@@H](C)CO)C[C@@H]1C,3,-0.6
C[C@@H]1CCCCO[C@@H](CN(C)C(=O)C2CCCCC2)[C@@H](C)CN([C@H](C)CO)C(=O)c2cc(NS(C)(=O)=O)ccc2O1,2,/
O=C(CCN1C(=O)c2ccccc2C1=O)Oc1c(-c2ccccc2)oc2ccccc2c1=O,31,-0.2
CCCN(C)C[C@H]1Oc2cc(C#CCC3CCCC3)ccc2S(=O)(=O)N([C@@H](C)CO)C[C@H]1C,10,-0.2
CC(=O)N(C)C[C@@H]1Oc2cc(C#CC(C)(C)O)ccc2S(=O)(=O)N([C@H](C)CO)C[C@H]1C,16,-0.5
CC(=O)N(C)C[C@H]1Oc2ncc(/C=C/c3ccccc3)cc2C(=O)N([C@H](C)CO)C[C@H]1C,-7,0.1
Cc1ncsc1CCSc1n[nH]c(=O)n1-c1ccccc1,/,-0.2
C[C@H]1CN([C@@H](C)CO)S(=O)(=O)c2ccc(-c3cccnc3)cc2O[C@H]1CN(C)C(=O)C1CC1,21,/
Cc1ccc(S(=O)(=O)Nc2ccc3c(c2)C(=O)N([C@@H](C)CO)C[C@@H](C)[C@@H](CN(C)S(=O)(=O)c2ccc(Cl)cc2)OCCCC[C@H](C)O3)cc1,/,-0.1
COc1ccc(NCc2ccc(C(=O)Nc3ccccc3[N+](=O)[O-])cc2)cc1OC,8,0.0
C[C@@H]1CCCCO[C@H](CN(C)C(=O)Nc2ccc(F)cc2)[C@@H](C)CN([C@H](C)CO)C(=O)c2cc(NC(=O)Nc3ccc(F)cc3)ccc2O1,/,-0.3
CC(C)NC(=O)N(C)C[C@H]1Oc2cc(Br)ccc2S(=O)(=O)N([C@H](C)CO)C[C@H]1C,-3&2,0.1
Cc1noc(C)c1S(=O)(=O)Nc1ccc2c(c1)C(=O)N([C@H](C)CO)C[C@H](C)[C@@H](CN(C)C(=O)Nc1ccccc1)O2,/,-1.8
C[C@H]1CN([C@@H](C)CO)C(=O)c2cccc(NC(=O)c3cnccn3)c2O[C@H]1CN(C)S(=O)(=O)c1cccs1,/,-0.3
CNC[C@@H]1Oc2ccc(NC(=O)Cc3ccccc3)cc2CC(=O)N([C@H](C)CO)C[C@H]1C,-3,-2.0
C[C@@H]1CN([C@H](C)CO)C(=O)c2cc(NC(=O)Nc3cccc4ccccc34)ccc2O[C@@H](C)CCCCO[C@@H]1CN(C)Cc1ccccc1,/,2.1
O=C(NO)c1cccc(C(=O)N/N=C/c2c[nH]c3ccccc23)c1,-8,-0.2
COc1ccc(S(=O)(=O)N(C)C[C@H]2Oc3ccc(NC(=O)Nc4cccc5ccccc45)cc3CC(=O)N([C@H](C)CO)C[C@H]2C)cc1,/,1.7
C[C@H](CO)N1C[C@H](C)[C@H](CN(C)C(=O)NC2CCCCC2)Oc2ccc(NC(=O)C3CC3)cc2CC1=O,/,-3.1
C[C@@H]1CCCCO[C@@H](CN(C)S(=O)(=O)c2cccs2)[C@H](C)CN([C@H](C)CO)C(=O)c2cc(N(C)C)ccc2O1,-9,0.0
CC(Nc1nc2ccccc2n1C)c1cc(Cl)ccc1O (centres undefined),/,-0.1
CC(C)(CSc1nnc(Nc2ccccc2)s1)NS(=O)(=O)c1ccc(Cl)cc1,/,-0.2
C[C@@H]1CN([C@H](C)CO)S(=O)(=O)c2ccc(-c3ccncc3)cc2O[C@@H]1CN(C)Cc1cccnc1,-4,/
C[C@H]1CCCCO[C@H](CN(C)C(=O)CCCN(C)C)[C@@H](C)CN([C@@H](C)CO)C(=O)c2cc(NC(=O)Nc3ccccc3)ccc2O1,/,-1.5
CS(=O)(=O)N(CC(=O)Nc1ccc(F)cc1)c1ccccc1Br,-6,-0.7
C[C@@H]1CN([C@@H](C)CO)C(=O)c2cc(C#CC3(O)CCCC3)cnc2O[C@H]1CN(C)C(=O)Cc1ccccc1,/,0.1
CCCNC(=O)Nc1ccc2c(c1)OC[C@@H](C)N(Cc1ccccn1)C[C@H](C)[C@H](OC)CN(C)C2=O,7,0.2
Cc1ccccc1NC(=O)CSc1nc(N2CCCCC2)nc(N2CCCCC2)n1,-3,0.5
Cc1cc2nc(-c3ccc(NC(=O)COc4ccccc4[N+](=O)[O-])cc3)oc2cc1C,13,1.9
COc1ccc(NC(=O)c2ccco2)cc1NC(=S)NC(=O)c1cc2ccccc2o1,/,0.7
COc1ccc(S(=O)(=O)N[C@H]2C=C[C@@H](CC(=O)N3CCc4ccccc4C3)O[C@@H]2CO)cc1,-5,0.1
C[C@@H]1CN([C@@H](C)CO)C(=O)c2cc(NC(=O)Nc3cccc4ccccc34)ccc2O[C@@H](C)CCCCO[C@H]1CN(C)CC1CC1,/,-3.3
Cc1noc(C)c1NC(=O)Nc1ccc2c(c1)CC(=O)N([C@@H](C)CO)C[C@H](C)[C@H](CN(C)S(=O)(=O)c1ccccc1)O2,/,0.5
CO[C@@H]1CN(C)C(=O)c2ccc(NS(=O)(=O)C3CCCCC3)cc2OC[C@@H](C)NC[C@@H]1C,10,-0.1
C[C@@H]1CN([C@@H](C)CO)C(=O)Cc2cc(NS(=O)(=O)c3ccccc3)ccc2O[C@H]1CN(C)S(=O)(=O)c1ccccc1,/,-2.4
C[C@@H]1CN([C@H](C)CO)S(=O)(=O)c2ccc(-c3cccnc3)cc2O[C@@H]1CN(C)C(=O)C1CCC1,-1,/
Cc1noc(C)c1NC(=O)N(C)C[C@H]1Oc2ccc(NC(=O)CCC(F)(F)F)cc2CC(=O)N([C@@H](C)CO)C[C@@H]1C,5,0.1
